Screening results deposited in PubChem by several laboratories.
HIF act: HIF pathway transcriptional activation | U2OS HRE-luciferase reporter, luminescence; normalized: DMSO 0%, desferrioxamine 100% | activation, % at 7.5 µM (by protocol) | hit rate 0.32% among 300,000 | AID 1910;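 active = mean activation of at least 10% of the iron chelator positive control signal, with at least half of replicates also reaching 10%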
TRPC6 inhibitor: inhibitors of mouse TRPC6 channel. Q61143. HEK293-TRPC6, membrane potential dye, ACh-evoked depolarization; hits give low values. B-score at 10 µM. hit rate 1.1% among 310,000;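 active = B-score under library mean minus 3 SD, initial fluorescence not abnormally high, positive integrated signal ratio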;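 also: B-score derived from integrated fluorescence ratio over the kinetic read; more negative B-score means stronger inhibition of depolarization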
Target sequence (Q61143 whole entry, looked up): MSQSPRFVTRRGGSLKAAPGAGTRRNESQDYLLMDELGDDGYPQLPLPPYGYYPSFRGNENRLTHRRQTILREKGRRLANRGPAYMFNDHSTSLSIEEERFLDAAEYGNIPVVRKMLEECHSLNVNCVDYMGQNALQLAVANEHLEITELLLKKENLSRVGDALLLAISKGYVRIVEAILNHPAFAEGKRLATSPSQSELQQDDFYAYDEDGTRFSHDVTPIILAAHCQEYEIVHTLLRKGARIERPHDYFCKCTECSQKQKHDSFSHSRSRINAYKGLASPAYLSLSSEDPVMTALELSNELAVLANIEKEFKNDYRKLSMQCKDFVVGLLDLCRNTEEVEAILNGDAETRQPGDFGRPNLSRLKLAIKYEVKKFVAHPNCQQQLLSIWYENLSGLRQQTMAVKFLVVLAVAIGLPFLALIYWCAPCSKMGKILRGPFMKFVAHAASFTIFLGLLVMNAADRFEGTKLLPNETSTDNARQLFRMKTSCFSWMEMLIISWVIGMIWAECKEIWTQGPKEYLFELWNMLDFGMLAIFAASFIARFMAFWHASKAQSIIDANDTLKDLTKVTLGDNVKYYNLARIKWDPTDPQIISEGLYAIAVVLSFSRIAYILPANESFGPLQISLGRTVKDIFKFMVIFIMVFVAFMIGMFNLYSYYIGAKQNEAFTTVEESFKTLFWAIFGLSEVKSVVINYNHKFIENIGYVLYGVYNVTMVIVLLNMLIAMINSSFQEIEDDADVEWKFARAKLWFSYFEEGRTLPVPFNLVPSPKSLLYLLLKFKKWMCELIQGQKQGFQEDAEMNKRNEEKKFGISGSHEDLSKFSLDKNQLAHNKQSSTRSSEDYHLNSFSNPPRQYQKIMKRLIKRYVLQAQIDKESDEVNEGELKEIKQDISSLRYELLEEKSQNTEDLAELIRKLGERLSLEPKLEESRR
MrgX1 ag: activates human MrgX1 receptor signaling; B-score at 10 µM; AID 588627; hit rate 0.44% among 310,000; Q96LB2; MrgX1-HEK293 cells, Fluo-4 calcium fluorescence, agonist mode; hits give high values;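 active = calcium response B-score plate-corrected fluorescence ratio at least 3 library SD, with starting fluorescence B-score inside 5 SD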
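times = overnight plating, then 30 min 37 °C plus 30 min room-temperature dye loading | assay system = stable human MrgX1 HEK293 cell line | input = fifteen thousand cells per well | signal = kinetic calcium dye fluorescence, Fluo-4 NW | dosing = compound delivered in addition one of three | read-out = B-scored fluorescence response ratio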
TRPC4 agonist: opens the mouse TRPC4 cation channel | Q9QUQ5 | HEK293 TRPC4beta/mu-opioid, Fluo4 calcium fluorescence; hits give high values | B-score at 10 µM | hit rate 0.49% among 310,000;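 active = B-score above 5 SD of library B-scores, and initial fluorescence ratio not above library mean plus 5 SD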;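 also: positive B-score marks a calcium rise read as TRPC4 activation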
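system = HEK293 cells stably co-expressing mouse TRPC4beta and mu-opioid receptor | schedule = Fluo4 dye loading 45 min at room temperature, 110 s recording | measure = B-scored integrated calcium fluorescence ratio | signal = Fluo4 calcium-sensitive dye fluorescence, kinetic, 1 Hz baseline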
PolyA inhibitor: yeast polyadenylation inhibition; S. cerevisiae SKY197-pL101 polyadenylation reporter, beta-gal luminescence; efflux-impaired pdr1/pdr3 knockout yeast; score 100 = 6 SD above DMSO; calls only at 12 µM; hit rate 0.02% among 300,000; AID 1875;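 active = lowest replicate activity score at least 50, where 100 means six control SD above control mean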;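 also: yeast exposed to compound for 9 h at 30 °C; higher score means more reporter readthrough which indicates perturbed polyadenylation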
MrgX1 antagonist: blocks BAM8-22 activation of human MrgX1 receptor | Q96LB2 | hit rate 1.3% among 310,000 | AID 588676 | B-score at 10 µM | MRGX1-HEK293 calcium flux, Fluo-4, BAM8-22 antagonism; hits give low values;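 active = calcium-response B-score plate-corrected more than 3 library SD below zero, starting fluorescence within 5 deviations, no agonist response on first addition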;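 also: peak minus trough fluorescence over baseline after final BAM8-22 challenge near maximal dose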
MrgX1 allo act: human MrgX1 positive allosteric modulation, primary screen. Q96LB2. MrgX1-HEK293, Fluo-4 calcium flux, FDSS; hits give high values. B-score at 10 µM. hit rate 0.63% among 310,000;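 active = plate-corrected calcium response at least 3 library SD above typical, normal starting fluorescence, not activating the receptor alone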;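 also: compound read alongside a low EC10 to EC30 dose of BAM8-22 agonist; peak minus trough fluorescence over baseline measured at the second addition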
AI-2 QS mod: Vibrio harveyi AI-2 quorum sensing modulation. Vibrio harveyi JMH597 AI-2 luminescence/OD600 ratio, 9 h; hits give low values; strain lacks LuxN and CqsS sensors; 0 = neutral-control median. activity change, % at 7.5 µM. hit rate 0.4% among 300,000. AID 2094; in the data active = activity change below about -75%, passing the limit was not always enough;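 also: luminescence divided by OD600 gain over 9 h not by final OD600 alone; inactives centre near 13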
TRPC4 PAM: allosterically enhances the mouse TRPC4 cation channel; Q9QUQ5; hit rate 0.42% among 310,000; HEK293 TRPC4beta/mu-opioid, DAMGO EC20, Fluo-4 Ca2+ flux; hits give high values; AID 2227; B-score at 10 µM;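 active = B-score of calcium response area above 5 SD of library B-scores, with initial fluorescence ratio within 5 SD of library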;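 also: B-score of integrated fluorescence ratio over time as area under calcium response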
TRPC4 inh: inhibitors of mouse TRPC4 channel | AID 2247 | hit rate 0.39% among 300,000 | Q9QUQ5 | HEK293 TRPC4beta/mu-opioid, DAMGO-evoked Fluo4 calcium flux; hits give low values | B-score at 10 µM;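 active = B-score over 3 SD under the library average, no early fluorescence shift, positive overall ratio signal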
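Signal: kinetic Fluo4 fluorescence imaging of calcium influx. Material: stable TRPC4beta/mu-opioid receptor HEK293 cells. Probe or stimulus: DAMGO in two steps, submaximal then maximal.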
TRPC6 act: mouse TRPC6 channel activation; B-score at 10 µM; HEK293-TRPC6 membrane potential dye fluorescence; hits give high values; AID 2550; Q61143; hit rate 0.13% among 310,000;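 active = B-score of the integrated fluorescence ratio above library mean plus 3 SD, and starting fluorescence ratio within library mean plus 5 SD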;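 also: higher score means more depolarization so channel activation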
The depositor's hits bear a star; i = inactive; . = no result given. Only part of the results is shown, so the mix of outcomes need not match the whole.

Values run as follows: TRPC6 act | TRPC6 inhibitor | HIF act | MrgX1 antagonist | TRPC4 agonist | TRPC4 PAM | MrgX1 allo act | AI-2 QS mod | PolyA inhibitor | MrgX1 ag | TRPC4 inh
> Cc1ccc(CNC(=O)CCCCCNC(=O)N2CCn3c2nc2ccccc23)cc1
 : i | i | 0.0 | i | i | i | i | 6 | i | i | i
> O=[N+]([O-])c1ccc(Nc2nc(N3CCOCC3)nc(N3CCOCC3)n2)cc1
 : i | i | -0.8 | i | i | i | i | 21 | i | i | i
> CCOc1ccccc1NC(=S)N1CCC(NC(=O)NC23CC4CC(CC(C4)C2)C3)CC1
 : i | i | -0.2 | i | i | i | i | 12 | i | i | i
> Cc1cccn2c(=O)c(/C=C(\C#N)C(N)=O)c(N3CCCCCC3)nc12
 : i | i | 0.4 | i | i | 12* | i | -2 | i | i | i
> Cc1cc(N)ccc1S(C)(=O)=O
 : i | i | -1.1 | i | i | i | i | -70 | i | i | i
> Fc1cccc2sc(N3CCCC3)nc12
 : i | i | 3.4 | i | i | i | i | 9 | i | i | i
> CN(C)CCNC(=O)c1coc(=O)c(Br)c1
 : i | i | -0.2 | i | i | i | i | 11 | i | i | i
> O=C(CSc1nnnn1-c1ccc(F)cc1F)Nc1ccccc1F
 : i | i | -16 | i | i | i | i | 15 | i | i | i
> Cc1nnc(NC(=O)CCn2c(=O)oc3ccc(Cl)cc32)s1
 : i | i | 0.2 | i | i | i | i | 11 | i | i | i
> CCCNC(=O)C1(O)c2cc(Br)ccc2NC(=O)N1c1ccc(Cl)cc1 (stereo unspecified)
 : i | i | 0.9 | i | i | i | i | 15 | i | i | i
> CCc1ccc(NC(=O)C2=CC(c3cccs3)=NS(=O)(=O)N2C)cc1
 : i | i | 0.2 | i | i | i | i | 22 | i | i | i
> O=c1c2c3c(sc2nc(N2CCNCC2)n1CCc1ccccc1)CCCCC3
 : i | i | 0.3 | i | i | i | i | 26 | i | i | i
> COc1ccc(/C=N/NC(=O)CCn2nnc3ccccc32)cc1
 : i | i | -0.2 | i | i | i | i | 20 | i | i | i
> Cc1ccc(NC(=O)CS(=O)CC(=O)N(c2ccccc2)C(C)C(=O)NC2CCCC2)cc1 (stereo unspecified)
 : i | i | -0.4 | i | i | i | i | 16 | i | i | i
> Cn1cnnc1SCc1ccc(C(=O)O)cc1
 : i | i | -0.4 | i | i | i | i | 22 | i | i | i
> CC(=O)Nc1ccc(C(=O)Nc2nnc(CCc3ccccc3)s2)cc1
 : i | i | -0.2 | i | i | i | i | 38 | i | i | i
> Nc1nc2c(s1)CC(c1ccccc1)CC2 (stereo unspecified)
 : i | i | 0.8 | i | i | i | i | 7 | i | i | i
> CCCCn1c(N)c(N(CCC(C)C)C(=O)CC2CCCCC2)c(=O)[nH]c1=O
 : i | i | -0.1 | i | i | i | i | 20 | i | i | i
> CCOC(=O)c1oc2nc(CC(C)C)c3c(c2c1N)CCC3
 : i | i | -0.5 | i | i | i | i | 8 | i | i | .
> Cc1ccc(S(=O)(=O)N2CCN(C(=O)c3cc(=O)c4ccccc4o3)CC2)cc1
 : i | i | -0.4 | i | i | i | i | 14 | i | i | i
> COc1cccc(CN(C)Cc2c(O)ccc3ccccc23)c1
 : i | i | 0.5 | i | i | i | i | 2 | i | i | i
> CC12CCC(C(=O)O)(c3nc4cc([N+](=O)[O-])ccc4nc31)C2(C)C (stereo unspecified)
 : i | i | -0.1 | i | i | i | i | 6 | i | i | i
> Cc1ccc(C(=O)CCS(=O)(=O)c2ccc(Br)cc2)cc1
 : i | i | -0.2 | i | i | i | i | 6 | i | i | i
> COc1cc(CN(C)CC2CCCN(CCc3ccc(F)cc3)C2)c(Cl)cc1O (stereo unspecified)
 : i | i | 0.5 | i | i | i | i | 8 | i | i | i
> O=C(NCCC1=CCCCC1)C1CCN(c2nc3ccccc3o2)CC1
 : i | i | -0.4 | i | i | i | i | 5 | i | i | i
> CNS(=O)(=O)c1cccc(C(=O)NCC(C)(C)N2CCCCC2)c1
 : i | i | 0.0 | i | i | i | i | 16 | i | i | i
> CCCc1nnc(NC(=O)CCC(=O)N2CCN(Cc3ccc(C)cc3C)CC2)s1
 : i | i | 0.7 | i | i | i | i | -7 | i | i | i
> N#C/C(C(=O)NCc1ccccc1)=C1/N=C(NC(=O)c2cccs2)c2ccccc21
 : i | i | 0.1 | i | i | i | i | 4 | i | i | i
> Cc1ccc(C(=O)Nc2ccc(N3CCN(C)CC3)nc2)cc1
 : i | i | 4.7 | i | i | i | i | 16 | i | i | i
> COc1cccc(CC2(CO)CCCN(Cc3cn[nH]c3C3CCCCC3)C2)c1 (stereo unspecified)
 : i | i | 0.6 | i | i | i | i | -19 | i | i | i
> O=C(O)c1cc2nccc(-c3ccc(F)cc3)n2n1
 : i | i | 0.0 | i | i | i | i | 20 | i | i | i
> Cc1cc(NC(=O)CN(C)C)c([N+](=O)[O-])cc1C
 : i | i | -0.1 | i | i | i | i | 16 | i | i | i
> CC(=O)c1ccccc1OC(=O)COc1ccc(Cl)cc1C
 : i | i | -0.2 | i | i | i | i | 16 | i | i | i
> Cc1cc(C(=O)CSc2nc(N)cc(=O)[nH]2)c(C)n1Cc1ccco1
 : i | i | 0.0 | i | i | i | i | 27 | i | i | i
> O=C(CSC1=Nc2ccccc2C2=NC(CC(=O)NC3CCCCC3)C(=O)N12)NCc1ccco1 (stereo unspecified)
 : i | i | 0.3 | i | i | i | i | 23 | i | i | i
> Cc1csc(SCC(=O)Nc2sccc2C(N)=O)n1
 : i | i | 2.2 | i | i | i | i | -1 | i | i | i
> Cc1cc(Oc2ccc(Cl)cc2)nc(SCC(=O)c2ccccc2)n1
 : i | i | -0.5 | i | i | i | i | 31 | i | i | i
> COc1ccc(-c2csc(NC(=O)c3ccc(S(C)(=O)=O)cc3)n2)cc1
 : i | i | 2.3 | i | i | i | i | 8 | i | i | i
> Cc1ccc(S(=O)(=O)N2CCCCC2)cc1C(=O)OCC(=O)NC(=O)NC12CC3CC(CC(C3)C1)C2
 : i | i | -0.9 | i | i | i | i | -33 | i | i | i
> COC(=O)c1ccccc1NC(=O)c1c(O)c2c([nH]c1=O)CCCC2
 : i | i | -1.6 | i | i | i | i | 6 | i | i | i
> O=C(NCCO)/C(=C\c1ccco1)NC(=O)c1cccs1
 : i | i | 0.3 | i | i | i | i | 13 | i | i | i
> CCCCc1nc2cc(C(=O)N3CCC(O)CC3)ccc2o1
 : i | i | 0.6 | . | i | i | . | 37 | i | . | i
> O=C(CSCc1ccccc1Cl)NCCSc1ccccn1
 : i | i | 1.9 | i | i | i | i | 8 | i | i | i
> COc1ccc(/C=N/NC(=O)CCn2nc(C)cc2C)cc1O
 : i | i | -0.4 | i | i | i | i | 16 | i | i | i
> O=C(Nc1ccc2c(c1)OCO2)Nc1ccc(Cl)cc1Cl
 : i | i | 2.8 | i | i | i | i | 6 | i | i | i
> Cn1c(SCc2ccc([N+](=O)[O-])cc2)nnc1-c1cccnc1
 : i | i | -0.3 | i | i | i | i | 16 | i | i | i
> Cc1cc(NC(=O)CN2C(=O)CCSc3ccccc32)no1
 : i | i | -0.7 | i | i | i | i | -6 | i | i | i
> O=C(c1ccc2nc[nH]c2c1)N1CCN(c2ncc(C(F)(F)F)cc2Cl)CC1
 : i | i | -0.2 | i | i | i | i | -4 | i | i | i
> Cc1cc(C)n2nc(-c3sccc3-n3c(C)ccc3C)cc2n1
 : i | i | . | i | i | i | i | 12 | i | i | i
> O=C(/C=C/c1ccccc1)Nc1ccc(C(=O)N2CCCCC2)cc1
 : i | i | -0.2 | i | i | i | i | -3 | i | i | i
> CC(C)Oc1nc(-c2ccccc2O)nc2ccccc12
 : i | i | 0.0 | i | i | i | i | 10 | i | i | i
> Cc1csc(NC(=O)c2cc(C)nc3ccccc23)n1
 : i | i | 0.0 | i | i | i | i | 4 | i | i | i
> CCn1c(C)cc(/C=C2\SC(=O)N(CC(=O)Nc3ccc(C)c(C)c3)C2=O)c1C
 : i | i | -3.5 | i | i | i | i | 24 | i | i | i
> CC(=O)Nc1nnc(CSCc2ccccc2F)s1
 : i | i | . | i | i | i | i | 17 | i | i | i
> Oc1ccc(Cl)cc1C(C#Cc1ccccc1)N1CCOCC1 (stereo unspecified)
 : i | i | 0.1 | i | i | i | i | 26 | i | i | i
> COc1ccc(S(=O)(=O)Nc2ccccc2OC)cc1C
 : i | i | -0.6 | i | i | i | i | 14 | i | i | i
> Cc1ccc2[nH]c(C(=O)N3CCOCC3)cc2c1
 : i | i | 0.5 | i | i | i | i | 6 | i | i | i
> CCCC(=O)NCCc1cc(OC)c(OC)cc1Br
 : i | i | -0.2 | i | i | i | i | 12 | i | i | i
> COCCNC(=O)C(c1cccs1)N(C(=O)Cn1nnc2ccccc21)c1ccccc1 (stereo unspecified)
 : i | i | 0.3 | i | i | i | i | 4 | i | i | i
> CCC(=O)N1c2ccc(S(=O)(=O)CCC(=O)N3CCN(c4ccccc4)CC3)cc2CC1C (stereo unspecified)
 : i | i | 0.1 | i | i | i | i | 13 | i | i | i

(next part)
Values run as follows: TRPC6 act | TRPC6 inhibitor | HIF act | MrgX1 antagonist | TRPC4 agonist | TRPC4 PAM | MrgX1 allo act | AI-2 QS mod | PolyA inhibitor | MrgX1 ag | TRPC4 inh
> COc1ccc(C)cc1NC(=O)C(OC(=O)c1cnc(C)cn1)c1ccccc1 (stereo unspecified)
 : i | i | 0.3 | i | i | i | i | 33 | i | i | i
> O=C(NC(=S)Nc1ccc(N2CCOCC2)cc1)c1cccc(Cl)c1Cl
 : i | i | -0.1 | i | i | i | i | 29 | i | i | i
> O=C(/C=C/c1ccc(Cl)cc1Cl)N(Cc1ccc(Cl)cc1)C1CCS(=O)(=O)C1 (stereo unspecified)
 : i | i | -0.2 | i | i | i | i | 8 | i | i | i
> CC(C)(C)OC(=O)N1CCC[C@H]1C(=O)N/N=C/c1ccc2nccnc2c1
 : i | i | 0.3 | i | i | i | i | 21 | i | i | i
> CN(CC(=O)Nc1sc2c(c1C#N)CCCCC2)Cc1nc2ccccc2c(=O)[nH]1
 : i | i | -0.6 | i | i | 16* | i | -19 | i | i | i
> CCn1c(CN2CCN(c3ccc(Cl)cc3)CC2)nc2ccccc21
 : i | i | -0.2 | i | i | i | i | 19 | . | i | i
